From PubChem BioAssay
EP2 antag: inhibitors of human EP2 prostaglandin E2 receptor. inhibition, % at 25 µM. AID 1422. P43116. C6 glioma cells expressing human EP2, cAMP TR-FRET; cells stimulated with saturating PGE2. 260,000 tested, 0.52% active;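 active = percent inhibition above 40 after rounding to a whole number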;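 also: rat C6 glioma host cells with rolipram phosphodiesterase inhibitor present; the protocol text gives 20 µM as final concentration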
Target sequence (P43116 whole entry, looked up): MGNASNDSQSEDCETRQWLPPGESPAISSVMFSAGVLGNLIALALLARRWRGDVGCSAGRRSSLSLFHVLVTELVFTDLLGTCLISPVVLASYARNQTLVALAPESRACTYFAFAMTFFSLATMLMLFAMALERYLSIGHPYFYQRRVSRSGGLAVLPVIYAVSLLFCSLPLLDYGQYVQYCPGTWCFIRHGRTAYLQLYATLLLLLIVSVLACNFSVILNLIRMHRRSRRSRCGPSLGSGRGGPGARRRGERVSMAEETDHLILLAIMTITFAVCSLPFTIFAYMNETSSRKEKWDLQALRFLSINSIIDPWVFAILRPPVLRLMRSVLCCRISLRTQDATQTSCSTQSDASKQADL
Runt-CBFb FRET: blocks binding of human RUNX1 Runt domain to CBFb. Cerulean-Runt/Venus-CBFb FRET ratio 530/480, 1 h. Q01196+Q13951. inhibition, % at 20 µM. AID 1496. 220,000 tested, 0.46% active;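 active = inhibition over about 50% at 20 µM in the single-dose screen, limit read from the data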;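 also: 0% = DMSO wells and 100% = excess unlabeled CBFb competitor control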
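Schedule: protein complex preformed 1 h, compound exposure 1 h, room temperature, dark; test system: Cerulean-labeled Runt domain protein; amount: 100 nM per protein; buffer or medium: Tris 50 mM pH 7.5, KCl, K2SO4, 0.01% BSA; read-out: loss of energy transfer signal; detection: FRET fluorescence; controls: 5 µM unlabeled CBFb as full-inhibition high control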
PERK inh: blocks human PERK kinase | 220,000 tested, 0.17% active | AID 1416 | CHO PERK-DD fusion, SEAP luminescence translation reporter | inhibition, % at 5.6 µM | Q9NZJ5;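 active = inhibition above the mean inhibition of all tested compounds plus 3 SD, set separately per screening campaign, cut at about 2.9% in these data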;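 also: PERK kinase domain activated by AP20187 dimerizer at 100 nM; 0% = DMSO with dimerizer and 100% = rapamycin at 8.4 µM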
Runt-SMMHC FRET: Runt domain-CBFb-SMMHC interaction inhibition | Q01196+Q13951 | Cerulean-Runt/Venus-CBFb-SMMHC FRET ratio 530/480, 1 h | inhibition, % at 20 µM | 220,000 tested, 0.74% active | AID 1434;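 active = mean inhibition across duplicate retests at 20 µM reaching about 50%, limit read from the data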;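 also: 0% = DMSO wells and 100% = wells with excess untagged CBFb-SMMHC; inhibitors lower the FRET ratio by blocking Runt binding to CBFb-SMMHC; some results filed as inactive read as strong as hits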
EP2 modulator: modulators of human EP2 prostaglandin E2 receptor | P43116 | EP2-expressing cells, cAMP HTRF FRET, PGE2 co-stimulation | induction, % at 25 µM | 260,000 tested, 0.83% active | AID 940;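 active = compounds whose cAMP rise, as percent of the full-agonist control response, exceeds 60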;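 also: rat C6 glioma line stably carrying human EP2 under a CMV promoter; the protocol text gives 20 µM as final concentration; 100% = response of wells given 1 µM PGE2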
RBBP9 inhibitor: human RBBP9 hydrolase inhibition; AID 1515; recombinant RBBP9, FP-Rh probe fluorescence polarization; 220,000 tested, 0.2% active; inhibition, % at 7.94 µM;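 active = inhibition above the campaign mean of all tested compounds plus 3 SD, cut at about 14% in these data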;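 also: plate controls were DMSO wells with RBBP9 for no effect and wells lacking RBBP9 protein for full effect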
Target sequence (O75884 whole entry, looked up): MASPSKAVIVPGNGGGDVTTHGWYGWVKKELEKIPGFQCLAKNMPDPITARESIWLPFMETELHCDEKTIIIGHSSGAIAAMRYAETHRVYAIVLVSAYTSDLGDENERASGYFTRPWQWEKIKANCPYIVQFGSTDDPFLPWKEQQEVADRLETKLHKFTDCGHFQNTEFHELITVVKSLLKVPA
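Material: RBBP9 protein. Amount: RBBP9 at 2.5 µM in dispensed solution, before mixing. Schedule: 30 min then 45 min, 25 °C. Medium: Tris buffer pH 8.0, NaCl, Pluronic. Measured by: fluorescence polarization. Measure: percent inhibition from mP, scaled between DMSO and no-protein wells. Replication: one well per compound.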
L929 necroptosis: L929 zVAD cell death inhibition. 220,000 tested, 0.38% active. viability rescue, % at 10 µM. AID 1377. L929 zVAD necroptosis rescue, ATP luminescence, 24 h; with zVAD 60 µM;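 active = activation, scaled between plate controls, above about 75%, limit read from the data; inactive = activation under that limit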;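 also: 0% = zVAD with DMSO and 100% = DMSO alone without zVAD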
Hck-Nef inh: blocks Nef-activated human Hck kinase; P08631; Recombinant Hck-YEEI plus Nef, Z-Lyte FRET kinase assay; inhibition, % at 20 µM; 220,000 tested, 0.68% active; AID 463187;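 active = Hck-Nef kinase inhibition above about 50%, limit read from the data; inactive = inhibition below that limit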;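 also: 0% = DMSO with Hck plus Nef and 100% = Hck alone without Nef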
Target sequence (P08631 whole entry, looked up): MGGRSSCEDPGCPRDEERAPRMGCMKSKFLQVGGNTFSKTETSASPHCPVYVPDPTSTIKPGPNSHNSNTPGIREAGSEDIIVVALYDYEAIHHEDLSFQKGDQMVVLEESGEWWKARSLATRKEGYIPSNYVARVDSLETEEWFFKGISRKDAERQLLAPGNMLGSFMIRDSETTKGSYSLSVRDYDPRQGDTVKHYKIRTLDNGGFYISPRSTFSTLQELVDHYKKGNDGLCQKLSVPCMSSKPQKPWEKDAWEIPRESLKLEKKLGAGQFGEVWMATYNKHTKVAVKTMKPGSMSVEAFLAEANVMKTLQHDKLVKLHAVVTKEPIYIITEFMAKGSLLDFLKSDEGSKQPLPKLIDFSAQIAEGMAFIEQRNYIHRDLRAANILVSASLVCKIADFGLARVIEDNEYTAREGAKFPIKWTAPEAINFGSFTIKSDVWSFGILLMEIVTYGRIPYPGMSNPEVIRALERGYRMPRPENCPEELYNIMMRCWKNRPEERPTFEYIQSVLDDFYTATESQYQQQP
TNF death inh: inhibitors of TNF-alpha induced necroptosis in Jurkat FADD-/- cells | 220,000 tested, 0.068% active | AID 463075 | activation (protection from cell death), % at 10 µM | Jurkat FADD-/- TNF necroptosis rescue, ATP luminescence, 24 h; 0 = TNF only, 100 = no-TNF cells;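 active = activation, meaning protection from cell death, of at least 50% relative to plate controls; inactive = activation below 50%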;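 also: necroptosis triggered by 40 ng/mL TNF-alpha added together with compound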
An asterisk follows results filed as active; . = no result given; & = joins results of further samples.

SMILES	EP2 antag	Runt-CBFb FRET	PERK inh	Runt-SMMHC FRET	EP2 modulator	RBBP9 inhibitor	L929 necroptosis	Hck-Nef inh	TNF death inh
NC(=O)NC(=O)COC(=O)c1ccc(OC(F)(F)F)cc1	6	-1	1.2	-3	5	-3	0.3	6	1.1
CC(C)Cn1c(-c2cccs2)nc2nc3ccccc3nc21	24	46	-0.1	104*	54	-4	1.1	43	-4.5
Cc1cc(C)n2nc(C(=O)Nc3ccc(S(=O)(=O)N4CCCCC4)cc3)nc2n1	20	0	0.0	4	10	-3	-0.5	4	1.0
COc1ccc(Oc2nnnn2-c2ccccc2)cc1	0	-1	0.4	3	6	-2	1.5	-11	0.2
Cc1nc2cc(C(F)(F)F)ccc2n1C1CCN(CC(=O)NC(C)(C)C)CC1	8	-2	0.2	-2	-5	4	0.7	1	-1.4
Clc1ccc(-c2nnc3n2-c2ccccc2SC3)cc1	7	1	0.5	2	-2	-1	-1.3	10	-0.8
Cc1ccccc1NC(=O)Cc1nnc(SCC(=O)c2ccc(Br)cc2)n1C	2	-1	-0.9	-1	-28	-8	0.3	-18	-2.0
CCOc1ccc2[nH]c(=O)c(CN(CCOC)C(=O)N3CCOCC3)cc2c1	4&9	1	1.5	4	35&-18	1	-0.1	1	0.3
CCOC(=O)c1[nH]c(C)c(/C(O)=C2\C(=O)C(=O)N(CCN3CCOCC3)C2c2cccs2)c1C (stereo unspecified)	6	1	1.2	6	2	-4	-0.1	1	-2.7
CN(NC1OC(=O)c2ccccc21)c1ccc(Cl)cc1[N+](=O)[O-] (stereo unspecified)	2	-2	1.8	-5	-15	10	8.8	7	1.3
Cc1nc2ccccc2c(=O)n1Nc1cccc(Cl)c1	9	-2	0.1	0	14	-11	.	3	-0.5
CC(Sc1nc2ccccc2n1C)C(=O)Nc1ccc(N2CCOCC2)cc1 (stereo unspecified)	2	.	-0.1	1	43	-6	0.8	0	0.8
Cc1ccc(C)c(NCc2ccccc2CO)c1	4	-2	0.6	0	2	4	0.1	17	0.2
CCc1ccc(OCc2n[nH]c(=S)n2C(C)CCCC(C)C)cc1 (stereo unspecified)	4	-12	0.5	17	69*	1	3.0	4	-0.2
CNC(=O)c1sc(-c2cccs2)nc1C	7	0	0.5	1	-13	-2	-0.8	8	0.5
O=C(O)C1CCN(C(=O)c2csc(-c3ccc4c(c3)CCO4)n2)CC1	14	1	0.3	0	11	-7	-0.2	4	0.1
CCCCOC(=O)c1ccc(NC(=O)c2ocnc2C)cc1	8	28	0.7	6	-3	-1	0.9	-1	-2.5
Cc1ccc(C(=O)NCC(=O)Nc2cccc(C(F)(F)F)c2)cc1	11	1	0.4	4	-2	-11	3.6	2	1.2
Cc1ccc2c(c1)-c1cc(C)nn1C(c1sccc1C)N2 (stereo unspecified)	13&14	0	0.4	4	37&17	-5	8.0	1	-0.4
CCC(=O)N1CCc2cc(S(=O)(=O)N3CCN(c4ccccn4)CC3)ccc21	8	0	-1.7	-1	-23	2	-1.2	-1	-8.2
COc1nsnc1NS(=O)(=O)c1ccc(NC(=S)NC(=O)c2cccnc2)cc1	4	5	1.9	-4	-50	-4	0.2	14	-0.3
COc1ccc(C2(C(=O)Nc3ccc(C(=O)N4CCOCC4)cc3)CCOCC2)cc1	9	-2	0.4	1	22	-6	0.0	0	1.0
Cc1ccc(-n2nnnc2-c2ccco2)cc1	7	-2	0.5	3	15	-8	0.3	12	-1.0
O=C(NCc1ccc2c(c1)OCO2)c1ccc(CN2CCOCC2)cc1	11	0	0.7	-1	34	1	0.5	0	0.1
CC(C)=NOc1cc(NC(=O)CCl)cc([N+](=O)[O-])c1	13	-1	1.2	1	14	1	0.3	5	-8.4
Later entries:
SMILES	EP2 antag	Runt-CBFb FRET	PERK inh	Runt-SMMHC FRET	EP2 modulator	RBBP9 inhibitor	L929 necroptosis	Hck-Nef inh	TNF death inh
CNC(=O)CNC(=O)Nc1ccc(C)cc1	-2	-1	0.7	-2	3	-4	-1.1	-29	-0.1
COC(=O)c1sccc1NC(=O)Nc1cccc(Cl)c1Cl	2	1	0.1	1	17	-6	-0.2	-1	-7.0
Cc1ccc2[nH]c(=O)cc(C(=O)OCC(=O)c3ccc(F)cc3)c2c1	4&3	-10	2.0	-5	-7&-32	0	1.9	26	1.3
COc1ccccc1CCNC(=O)C1CCCO1 (stereo unspecified)	7	0	1.3	-5	-9	5	0.7	1	-1.3
CCCP(=O)(CC(=O)O)c1ccccc1 (stereo unspecified)	14	1	0.4	-1	13	-2	1.6	2	0.9
COC(=O)c1sc(N2CCCCC2)c(C#N)c1N	5	-2	1.1	-2	-6	4	0.9	16	1.7
COC(=O)C1=C(C)NC2=C(C(=O)CC(C)(C)C2)C1c1cn(Cc2ccc(Br)cc2)nc1-c1ccccc1 (stereo unspecified)	10	8	-1.2	27	15	-13	0.0	22	-5.8
O=C(NCCc1ccc(F)cc1)C1CCCCC1	6	0	1.0	-4	-17	-8	1.9	20	3.8
COc1cccc(C2c3c(oc4ccccc4c3=O)C(=O)N2CCCN(C)C)c1OC (stereo unspecified)	4	0	0.1	2	7	-6	0.5	-1	0.7
O=C(OCC(=O)N1CCCCCC1)c1n[nH]c(=O)c2ccccc12	8	0	1.2	1	1	0	3.1	-2	0.3
Cc1ccc(NC(=S)NCCc2ccc(S(N)(=O)=O)cc2)c(C)c1	9	.	-0.1	.	.	-2	-0.3	-1	-3.2
COc1ccccc1C(=O)NC(CCSC)C(=O)OCC(=O)c1ccc[nH]1 (stereo unspecified)	5	-3	0.0	3	18	-5	0.9	4	-0.9
CCCCC(=O)Nc1cccc(C(C)O)c1 (stereo unspecified)	6	1	0.4	2	-9	-4	-0.1	26	0.8
CC1(C)Cc2c(C#N)c(NCCO)nc(-c3ccco3)c2CO1	2	14	1.1	16	-14	2	0.6	33	-2.5
O/N=C(\c1ccc2c(c1)OCCO2)C1CCCCC1	16	-1	1.3	-2	-11	-3	-0.8	1	2.9
COc1ccc(NS(=O)(=O)c2cc(NC(=O)c3ccncc3)ccc2N2CCOCC2)cc1	20	-2	-0.2	0	12	-8	0.7	-26	-1.6
O=C(c1ccc(C(=O)N2CCOCC2)nc1)N1CCOCC1	5	-2	1.4	0	19	-6	-0.2	5	-0.4
COc1ccc(C2/C(=C(/O)c3ccc(C)cc3)C(=O)C(=O)N2c2ccccn2)cc1OC (stereo unspecified)	6	-6	0.9	-8	14	4	0.4	8	0.5
Cc1ccc(NC(=O)CSCC#N)cc1	8	0	0.3	-2	20	-5	1.2	1	11
CC(=O)N(C(C)=O)C1=C(C#N)C2(CCCCC2)Cc2ccccc21	13	-2	0.5	3	37	-8	-0.3	1	-1.6
Cc1ccc(NC(=O)CN(C)CC(=O)Nc2ccc(N3CCOCC3)cc2)c([N+](=O)[O-])c1	6	1	0.1	-7	-9	1	-0.3	3	0.9
CC(Cc1cccs1)NC(=O)Nc1cccc(Cl)c1 (stereo unspecified)	.	0	0.3	-5	-51	-14	0.2	4	2.4
Cc1ccc(S(=O)(=O)N(C)C)cc1NC(=O)CSc1nnnn1-c1ccc(O)cc1	9	3	1.1	1	-15	-7	75	14	8.6
CCn1c(C)nc2cc(C(=O)NNC(=O)Nc3ccc(Cl)c(Cl)c3)ccc21	5	-4	1.2	-2	-15	-7	0.5	31	0.2
COc1ccc(CCN=C(N)NS(=O)(=O)c2cccs2)cc1OC	3	0	0.7	-2	-1	2	0.0	-7	-0.3

Just TNF death inh, Runt-CBFb FRET and Runt-SMMHC FRET (3 entries from above):
Molecule	TNF death inh	Runt-CBFb FRET	Runt-SMMHC FRET
CCOC(=O)c1[nH]c(C)c(/C(O)=C2\C(=O)C(=O)N(CCN3CCOCC3)C2c2cccs2)c1C (stereo unspecified)	-2.7	1	6
O=C(NCCc1ccc(F)cc1)C1CCCCC1	3.8	0	-4
O=C(O)C1CCN(C(=O)c2csc(-c3ccc4c(c3)CCO4)n2)CC1	0.1	1	0

Following part
SMILES	EP2 antag	Runt-CBFb FRET	PERK inh	Runt-SMMHC FRET	EP2 modulator	RBBP9 inhibitor	L929 necroptosis	Hck-Nef inh	TNF death inh
S=c1[nH]nc(-c2ccccc2Cl)n1CC1CCCO1 (stereo unspecified)	14	2	0.3	1	8	-11	0.4	8	-0.7
Fc1ccccc1-c1nc2ncccc2o1	17	0	1.4	-1	1	5	2.6	18	0.4
Nc1c(C(=O)c2ccc(Br)s2)oc2ccccc12	11	1	1.2	-8	10	-5	9.1	3	-0.1
CC(C)c1ccc(-c2nc3ccccc3s2)cc1	7	1	-0.5	1	-21	-9	-0.3	5	-6.8
Cc1ccc(C)c(S(=O)(=O)NCC(=O)Nc2sc3c(c2C(N)=O)CCC(C)C3)c1 (stereo unspecified)	15	-1	-0.5	0	11	-9	0.5	8	1.3
O=C(COC(=O)c1ccc([N+](=O)[O-])s1)NC(=O)NCc1ccccc1	4	3	1.6	-5	-70	-5	4.3	21	0.4
O=[N+]([O-])c1ccc(O)c(C=Nc2ccc3c(c2)OCCO3)c1	5	3	0.3	17	9	-6	-0.1	10	1.0
O=C(CSc1ccc(Cl)cc1)Nc1cccc(NC(=O)c2ccco2)c1	8	-1	0.5	1	-20	-13	0.3	1	1.2
COC(=O)c1cc(C(=O)OC)n(Cc2ccc(Cl)cc2Cl)n1	8	-2	-1.0	-2	44	3	-0.4	-1	14
Cc1csc(NC(=O)c2cc(=O)[nH]c3ccccc23)n1	9	30	1.3	69*	23	-4	2.3	12	-1.2
Cn1nnnc1SCc1ccc([N+](=O)[O-])cc1	9	1	0.7	2	17	-3	2.4	3	9.0
Cc1ccc(N2C(=O)CC(NNc3nc4ccccc4s3)C2=O)cc1C (stereo unspecified)	5	-3	0.5	5	3	-3	0.2	2	0.9
O=C(CSc1nnc(NC(=O)c2ccccc2Cl)s1)Nc1ccc2c(c1)oc1ccccc12	16	-1	0.4	-2	-28	-3	1.2	2	0.1
C=CCN1C(=O)OC2(CCCCC2)C1(C)O (stereo unspecified)	2	5	1.4	0	18	1	-0.6	2	-0.2
COc1ccc(/C=C2\N=C(SC)N(C)C2=O)cc1	5	1	1.2	5	-10	-5	1.0	2	-3.4
COc1ccc(CN(CC(=O)NCc2ccco2)C(=O)CCC(=O)Nc2nccs2)cc1	8	-1	-0.7	2	10	-7	-0.2	2	-3.3
Cc1ccc(CCNC(=O)CN(C)S(=O)(=O)c2ccc3c(c2)c(=O)n(C)c(=O)n3C)cc1	10	3	-0.9	-1	5	-8	0.2	2	-2.3
CC1(C)CC(=O)N(CC(=O)NC2CCCC2)c2ccccc2S1(=O)=O	7	1	0.3	3	14	-1	0.8	0	-0.8
Cc1cc(-n2ccc(=O)[nH]c2=O)nc(-c2ccccc2)n1	6	0	-0.1	2	39	-7	-0.4	2	-4.8

Some of the compounds tested; count on the stated rates, not on these rows.
